Hsp90 block – displaces geldanamycin probe from tumor Hsp90; NCI-N417 lysate Hsp90, Cy3B-geldanamycin FP displacement; inhibition, % at 30 µM; 64,000 compounds, 0.35% hits;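 active = inhibition above 50%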;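 note: 0% = tracer plus lysate wells and 100% = tracer alone without lysate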
Fluor 339 460 – intrinsic fluorescence of library compounds, ex339/em460 – biochemical, MLSMR library, data from DPM-DC assay, artefact control, profiling panel | compound autofluorescence, ex339/em460 nm, NADH buffer; stronger effect = higher value; 1 = no-compound wells, NADH background | fluorescence fold increase at 10 µM | 65,000 compounds, 5.5% hits | AID 709;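 active = at 10 µM, mean starting fluorescence two-fold or more over control wells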;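 note: signal is the first read of a kinetic run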
Her2 expr inh – lowers expression of human Her2 kinase; P04626; SKBR-3 HER2 protein level, AlphaScreen, 18-24 h; stronger effect = lower value; HER2 level % of control, % at 10 µM; 65,000 compounds, 0.69% hits; AID 645;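 active = HER2 level under 5% of the carrier-only control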;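 note: 100% = DMSO carrier and 0% = 500 nM PU-H71 HSP90 inhibitor; lower value means stronger loss of Her2 protein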
Ec RNAP inh – inhibitors of Escherichia coli RNA polymerase | P0A8V2 | E. coli RNA polymerase, fluorescence transcription assay | inhibition, %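 (tested at 10 µM)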 | 62,000 compounds, 0.2% hits | AID 559; in the data active = inhibition above about 20%;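 note: 0% = enzyme without compound and 100% = no enzyme blank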
D1 allo mod – allosterically modulates the human D1 dopamine receptor. HEK293 D1, CRE-luciferase, dopamine EC30 potentiation; actives deviate in either direction. B-score at 10 µM. 58,000 compounds, 5.9% hits;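 active = luminescence count or its row- and column-corrected plate score outside the 99.7% band of the plate's sample wells, on either side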
Target sequence (P21728 whole entry, looked up): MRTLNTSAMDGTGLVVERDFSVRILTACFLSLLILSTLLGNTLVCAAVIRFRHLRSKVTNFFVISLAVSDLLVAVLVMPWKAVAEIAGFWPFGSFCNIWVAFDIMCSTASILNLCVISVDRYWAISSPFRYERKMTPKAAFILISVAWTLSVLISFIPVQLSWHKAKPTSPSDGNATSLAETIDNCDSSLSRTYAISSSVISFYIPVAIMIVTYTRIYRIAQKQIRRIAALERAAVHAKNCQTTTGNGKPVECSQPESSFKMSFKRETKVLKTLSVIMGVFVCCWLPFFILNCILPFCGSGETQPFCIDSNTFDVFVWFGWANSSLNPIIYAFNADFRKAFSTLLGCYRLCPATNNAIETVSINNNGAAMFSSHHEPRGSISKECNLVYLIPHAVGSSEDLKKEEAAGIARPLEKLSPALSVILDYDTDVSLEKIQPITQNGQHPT
5HT1a ag – agonists of human 5-HT1a serotonin receptor. CHO 5-HT1a Ga15 NFAT-bla reporter, FRET ratio; 0% basal, 100% maximal reference agonist. activation, % at 10 µM. 65,000 compounds, 0.56% hits;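 active = activation above the screen-wide mean activation plus 3 SD, cut at about 19% in these data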;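 note: 0% = DMSO wells and 100% = 5-CT at EC100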
M1 agonist – activates the M1 muscarinic receptor | CHO-M1 cells, Fluo-4 calcium fluorescence, agonist mode; stronger effect = higher value | B-score at 10 µM | 64,000 compounds, 3% hits | AID 626;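 active = fluorescence rise, raw or as B-score row- and column-corrected plate score, outside the 99.7% band of its plate's samples, either direction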
NADH coupling – blocks coupling enzymes of NAD/NADH assays. coupled PK/LDH NADH assays, four targets. IC50, µM (doses to about 10 µM), inactives show top-dose inhibition. 65,000 compounds, 0.02% hits. AID 774;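 active = single-dose screening hits from any of four coupled enzyme assays that gave an IC50 when retested across doses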;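 note: the DPM-DC format reads NADH fluorescence rather than 340 nm absorbance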
M1 antagonist – blocks the rat M1 muscarinic receptor response to acetylcholine; CHO-M1 cells, Fluo-4 calcium, ACh EC80 antagonist mode; stronger effect = lower value; B-score at 10 µM; 64,000 compounds, 3.4% hits;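 active = calcium fluorescence response, raw or row-and-column corrected B-score, differing from the plate sample mean either way at a set confidence level, mostly lower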
Target sequence (P08482 whole entry, looked up): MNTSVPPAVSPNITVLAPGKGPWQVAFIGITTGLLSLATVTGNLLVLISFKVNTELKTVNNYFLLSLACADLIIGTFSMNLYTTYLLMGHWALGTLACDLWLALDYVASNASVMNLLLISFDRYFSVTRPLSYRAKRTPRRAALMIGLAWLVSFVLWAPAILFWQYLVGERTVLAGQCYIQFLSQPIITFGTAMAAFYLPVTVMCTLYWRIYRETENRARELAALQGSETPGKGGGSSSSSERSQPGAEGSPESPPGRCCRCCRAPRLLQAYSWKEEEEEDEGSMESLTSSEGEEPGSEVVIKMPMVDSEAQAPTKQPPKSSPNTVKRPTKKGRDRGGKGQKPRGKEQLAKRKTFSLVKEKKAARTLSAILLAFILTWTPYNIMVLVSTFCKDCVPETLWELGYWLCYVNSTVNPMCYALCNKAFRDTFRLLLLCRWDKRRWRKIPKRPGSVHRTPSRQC
* marks the source's active call; other numbers are inactive results; · = no result given; [ ] = remark or other dose. Outcome played no part in choosing rows. Share with any hit: about 16%.

SMILES | Hsp90 block | Fluor 339 460 | Her2 expr inh | Ec RNAP inh | D1 allo mod | 5HT1a ag | M1 agonist | NADH coupling | M1 antagonist
O=C(Nc1ccc2c(c1)CCC2)c1cnn2c1NC(c1ccco1)CC2C(F)(F)F (centres undefined) | -20 | 1.1 | 93 | 9 | -0.93 | 1.7 | 1 | 1% | 0.96
Cc1ccc(S(=O)(=O)N2CCC(C(=O)N[C@@H](C)C(=O)NC3CCCCC3)CC2)cc1 | · | 0.9 | 97 | 10 | · | 1.5 | -0.32 | 5% | -0.21
COC(=O)CSc1nnc(-c2ccccc2O)n1-c1ccc(C)cc1 | 2 | 1.1 | 119 | 1 | 0.44 | -2.4 | 0.46 | 3% | -0.85
CC(=O)c1cc2c(cc1NC(=O)CN1CCN(c3cccc(C(F)(F)F)c3)CC1)OCO2 | · | 1.2 | 110 | 6 | -1.5 | -0.8 | -0.026 | 5% | 0.049
CCc1nc2ccccc2n1CC(=O)N1CCN(S(=O)(=O)c2cccc(C(F)(F)F)c2)CC1 | -3 | 1.1 | 73 | 3 | -0.37 | 0.9 | 4.6* | 3% | 0.44
Cc1cccc(NC(=O)c2ccccc2Br)n1 | -2 | 1.1 | 98 | 2 | · | -4.4 | 0.19 | 8% | 2
CC(C)C(=O)N(c1ccc2oc(=O)sc2c1)S(=O)(=O)c1cccs1 | 20 | 1 | 63 | 11 | · | -2.8 | 0.3 | 5% | -0.36
Cc1nnc(SCC(=O)NC(=O)NC(C)(C)C)n1N | 2 | 1 | 85 | 0 | 0.43 | 1.3 | -0.39 | 7% | 0.56
Nc1nc(-c2ccco2)c(-c2ccco2)s1 | -7 | 1.1 | 93 | 12 | 0.00025 | 0.6 | -0.11 | 6% | 1.1
CC(C)(C)P(=O)(CO)c1ccccc1 (centres undefined) | 2 | 1.1 | 97 | 12 | 0.56 | 1.6 | -0.38 | 4% | -2.5*
CCOc1ccccc1C(=O)N1CCN=C1SCc1cccnc1 | -1 | 1.1 | 98 | 7 | -0.72 | 0.5 | -0.58 | 7% | -0.41
COc1ccccc1C1/C(=C(/O)c2ccccc2)C(=O)C(=O)N1CCO (centres undefined) | -2 | 1.1 | 98 | 3 | -0.76 | -5.3 | -0.13 | 10% | 0.037
Cc1cccc(C)c1NC(=O)C(c1cccs1)N(Cc1ccco1)C(=O)Cn1nnc2ccccc21 (centres undefined) | 0 | 1.1 | 107 | 3 | 0.024 | 0.5 | -0.00017 | 2% | -0.18
O=C(CN1CCN(c2ccc(F)cc2)CC1)c1ccc2c(c1)OCO2 | -4 | 1.1 | 106 | 2 | -0.097 | 2.9 | -0.18 | 5% | -0.71
Cc1ccc(S(=O)(=O)c2nc(C)oc2NCc2ccccc2)cc1 | -2 | 1.1 | 108 | · | -0.14 | -1.2 | -0.49 | 1% | 0.58
Cc1cc(C(=O)NCc2cc(C(=O)O)oc2C)c(C)o1 | -3 | 1.1 | 109 | 8 | 0.47 | -0.4 | -1.1 | 7% | 1.4
O=C1C2C3C=CC([C@@H]2C(=O)N1c1nccs1)C31CC1 (some centres undefined) | -11 | 1.1 | 86 | 8 | 0.7 | -4.0 | 0.11 | 3% | -2.5
CC(C)CCN(C)C1CCN(C(=O)Nc2c(F)cccc2F)CC1 | 0 | 1.1 | 92 | 6 | · | 0.7 | 0.066 | 1% | -0.092
COc1cccc(OC)c1C(=O)Nc1ccc(NC(=O)c2ccco2)cc1 | -1 | 1.1 | 87 | 7 | -0.25 | -1.1 | 0.27 | 6% | -1.9
COC(=O)c1ccc(S(=O)(=O)N(Cc2cc3cc4c(cc3[nH]c2=O)OCO4)C2CCCCC2)cc1 | -3 | 3.6* | 70 | 0 | -0.038 | -1.1 | -0.2 | 6%[fluoresces] | 1.3
O=C(C1CCC(=O)N1Cc1ccccc1Cl)N1CCN(c2cccc(Cl)c2)CC1 (centres undefined) | 0 | 1.1 | 114 | 7 | -0.52 | 0.9 | -0.22 | 8% | -0.16
CC(=O)NC1CC(C)(C)N(OC(C)=O)C(C)(C)C1 | 4 | 1.1 | 106 | 2 | 0.22 | -2.1 | 0.021 | 0% | -0.075
CC(=O)c1ccc(NC(=O)c2ccn[nH]2)cc1 | -4 | 1 | 78 | -3 | -2.2* | -0.8 | -1.1 | 3% | -0.025
CC(=O)Nn1c(C)nnc1-n1nc(C)cc1C | -2 | 1 | 108 | 9 | 0.81 | -3.9 | -0.65 | 1% | 0.096
CC(C)CC(=O)Nc1ccc(F)c(Cl)c1 | -3 | 1.1 | 106 | 0 | -0.039 | -4.0 | 0.49 | 1% | 0.46
Cc1cccc(-c2nnc3n2N=C(c2ccccc2)CS3)c1 | 3 | 1.1 | 174 | 9 | 16* | 0.9 | 0.16 | 3% | 0.37
CC(=O)OC1CC(C)N(C(=O)c2ccccc2)c2ccc(C)cc21 (centres undefined) | 3 | 1.1 | 107 | -10 | 11* | -0.3 | 0.49 | 9% | 0.97
COc1cc(S(=O)(=O)N2CCCCCC2)ccc1Cl | 4 | 1.1 | 134 | 2 | 0.65 | -0.7 | 1.2 | 0% | 0.13
O=[n+]1cc(-c2ccc(F)cc2)n([O-])c2c1CCC2 | -3 | 1 | 77 | -11 | 0.019 | -0.2 | 0.32 | 4% | -1.1
O=C(CSc1nnc(COc2ccc(Cl)cc2)n1Cc1ccco1)c1ccccc1F | 0 | 1.1 | 43 | -3 | 1.1 | 0.2 | -0.33 | 5% | -0.27
CC(C)c1nnc(NC(=O)c2ccc(N3C(=O)CCC3=O)cc2)s1 | 2 | 1 | · | -5 | -1.6 | 0.4 | 0.43 | 3% | -0.32
COCCN1C(=O)c2ccccc2C(C(=O)NCC2CCCO2)C1c1c[nH]c2ccccc12 (centres undefined) | -2 | 1.1 | 75 | 5 | -0.98 | -2.9 | · | 3% | ·
CN(CC(=O)N1CCN(C2CCCCC2)CC1)S(=O)(=O)c1cccc2nsnc12 | 1 | 1 | 102 | 7 | 0.98 | -3.2 | -0.33 | 4% | -0.9
Cc1ccc(S(=O)(=O)N2C(=O)CCC2C(=O)NCc2ccco2)cc1 (centres undefined) | -6 | 1.1 | 126 | 7 | -0.044 | -1.6 | -0.26 | 3% | 0.33
O=C(c1ccco1)N1CCN(Cc2ccccc2C(F)(F)F)CC1 | 0 | 1.1 | 95 | -4 | -0.0057 | -2.6 | 0.65 | 16% | 0.77
CCOC(=O)CC1=C(C(=O)OCC)C(c2ccc(C)o2)C(C#N)=C(N)O1 (centres undefined) | 0 | 1.1 | 66 | 2 | 0.065 | -0.3 | 0.29 | 4% | 0.058
O=C(CN(Cc1ccccc1)C(=O)CCC(=O)Nc1ccccn1)NCc1ccco1 | -4 | 1.1 | 103 | 1 | 0.4 | 0.1 | 0.16 | 6% | 0.86
CCOC(=O)COc1cccc2c(=O)n(CC(=O)N3CCc4ccccc43)ccc12 | 0 | 1.3 | 79 | 4 | 0.18 | -0.9 | 0.31 | 8% | 0.68
CCC(=O)n1nc(-c2ccccc2)nc1NCc1ccccc1 | -2 | 1.1 | 105 | -8 | 0.58 | -1.2 | 0.4 | 2% | -0.046
Nc1nnc(CCS(=O)(=O)c2cc(Cl)ccc2Cl)s1 | -1 | 1.1 | 101 | 4 | -0.044 | -2.5 | -0.0068 | 18% | -0.033

Compound profiles, from the list above:
Results for CC(C)CC(=O)Nc1ccc(F)c(Cl)c1 : Hsp90 block: -3; Fluor 339 460: 1.1; Her2 expr inh: 106; Ec RNAP inh: 0; D1 allo mod: -0.039; 5HT1a ag: -4.0; M1 agonist: 0.49; NADH coupling: 1%; M1 antagonist: 0.46
Results for CCOC(=O)COc1cccc2c(=O)n(CC(=O)N3CCc4ccccc43)ccc12 : Hsp90 block: 0; Fluor 339 460: 1.3; Her2 expr inh: 79; Ec RNAP inh: 4; D1 allo mod: 0.18; 5HT1a ag: -0.9; M1 agonist: 0.31; NADH coupling: 8%; M1 antagonist: 0.68

Other records follow.
SMILES | Hsp90 block | Fluor 339 460 | Her2 expr inh | Ec RNAP inh | D1 allo mod | 5HT1a ag | M1 agonist | NADH coupling | M1 antagonist
CC(C)CCOC(=O)C1C2C=CC3(CN(Cc4cccs4)C(=O)C13)O2 (centres undefined) | -4 | 1.1 | 107 | 10 | 0.67 | -3.0 | -1.2 | 5% | -0.034
CN(C)S(=O)(=O)c1ccc(/C(O)=C2/C(=O)C(=O)N(Cc3cccnc3)C2c2ccco2)cc1 (centres undefined) | 0 | 1 | 140 | 5 | -0.064 | 0.2 | -0.18 | 7% | 0.055
[O-][N+]1=C(c2cccs2)CN(O)C1 | 3 | 1.1 | 88 | 2 | -0.86 | -2.1 | -0.99 | 3% | -0.28
O=C(O)c1cnn2c1NC(c1cccs1)CC2C(F)(F)F (centres undefined) | -2 | 1.1 | 112 | 4 | -0.36 | 0.3 | -1 | 3% | 0.074
Cc1ccc(OCCN2C(=O)CSC2=O)cc1 | -2 | 1.1 | 91 | 5 | -0.95 | -0.2 | -0.61 | 6% | -0.72
Cn1c(SCC(=O)Nc2nccs2)nnc1C12CC3CC(CC(C3)C1)C2 | -1 | 1.1 | 124 | 3 | -0.09 | 0.2 | -0.25 | 4% | 0
COc1ccc(S(=O)(=O)N[C@@H](Cc2ccccc2)C(=O)N2CC[C@@]3(O)CCCC[C@H]3C2)cc1 | 3 | 1.1 | 112 | -4 | · | -1.6 | -0.74 | 4% | -0.011
COc1cccc(-c2nnc(NC(=O)c3ccc(S(=O)(=O)N4CCOCC4)cc3)o2)c1 | 2 | 1 | 71 | -5 | · | -1.4 | 0.35 | 5% | 0.87
COc1ccccc1Cn1nnc2c(=O)[nH]c(C3CCN(C(=O)c4ccccc4Cl)CC3)nc21 | -5 | 1 | 87 | 9 | 2.6 | -0.6 | 0.034 | 3% | 0.31
CCN(CCCNC(=O)CCNC(=O)Cn1ccc2ccccc2c1=O)c1ccccc1 | -3 | 1.1 | 83 | 8 | -0.19 | -1.2 | 0.099 | 3% | -0.32
CCc1nc(N)nc(N)c1-c1ccc(Cl)cc1 | 2 | 1 | 90 | -1 | -3.4 | 1.9 | -1.8 | 2% | 0.71
Cc1c(C)c2cc(Cl)c(OCc3nn[nH]n3)cc2oc1=O | -4 | 3.8* | 77 | 0 | -0.24 | -2.8 | -0.83 | 7%[fluoresces] | -0.51
COc1cccc(NC(=O)CSc2nnc(COc3ccc4c(c3)CCCC4)o2)c1 | -3 | 1.1 | 95 | · | 0.41 | -2.6 | 0.49 | 6% | -0.49
CC(C)Oc1ccc(C(=O)N2CCCC2C(=O)O)cc1 (centres undefined) | 4 | 1.1 | 96 | 2 | · | 0.9 | 0.58 | 2% | 0.54
COc1cc2c(c(OC)c1)C(c1cccc(OC)c1OC)CC(=O)N2 (centres undefined) | -3 | 1 | 91 | -1 | -0.32 | -1.8 | 0.04 | 2% | 0.074
CC(=O)N1CCc2cc(Br)cc(S(=O)(=O)NCCCN3CCCC(C)C3)c21 (centres undefined) | -3 | 1.1 | 130 | 3 | 0.021 | -0.9 | 0.32 | 3% | -0.43
Cc1ccc(C(C(=O)NC2CCCCC2)N(CC2CCCO2)C(=O)CNC(=O)c2ccco2)cc1 (centres undefined) | 1 | 1.1 | 92 | 10 | -1.5 | -0.3 | -0.16 | 1% | 0.63
Cn1c(C2=C(O)CN(c3ccc4c(c3)OCCO4)C2=N)nc2ccccc21 | -6 | 1.1 | 116 | 3 | 0.11 | -1.9 | -0.014 | 6% | -0.49
CC1CC(C)(C)NC(C)c2ccccc21 (centres undefined) | 0 | 1.1 | 70 | 0 | 0.44 | -4.2 | -0.49 | 6% | -0.51
Cc1cccc(Nc2ncnc3nc[nH]c23)c1 | 0 | 1 | 72 | 6 | · | -3.2 | -0.75 | 1% | 0.2

Screens: PubChem, several laboratories
